# Screening data: PubChem BioAssay, several laboratories
# HCV core dimer – blocks dimerization of HCV core protein; TR-FRET GST/Flag-core106 dimerization, 1536-well; inhibition, % at 5 µM; 0.33% of 300,000 active; AID 1899;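 active means inhibition above the mean of all tested compounds plus 3 SD, set per screening campaign, cut at about 45% in these data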
#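 test system = GST/Flag-tagged HCV core106 proteins | probe or stimulus = Eu donor and XL665 acceptor anti-tag antibodies | times = compound-protein-antibody incubation 4 h at 22.5 °C | signal = TR-FRET, excitation 340 nm, emission 617 and 671 nm | measure = percent inhibition of core106 dimerization signal | controls = wells lacking GST-core106 and wells with excess unlabelled core106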
# JMJD2C inh – inhibitors of human GASC-1 (JMJD2C) demethylase; AID 2099; 0.069% of 330,000 active; inhibition, % at 2.35 µM; GST-JMJD2C(1-420) H3K9me3 demethylation, DELFIA europium;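 active means more than half of a compound's replicate wells show inhibition beyond 50%, single wells judged on their own value; inconclusive means some, but no more than half, of replicates pass 50% inhibition; inactive means no replicate passes 50% inhibition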;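 further: signal counts dimethyl H3K9 product captured on neutravidin plate; 0% = median of DMSO wells and 100% = 0.3 times that DMSO median; strong numbers were not always called active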
# CTSL1 counter – cathepsin L1 inhibition, PFM18AAP counter-screen; recombinant F. hepatica cathepsin L1, Z-Leu-Arg-MCA fluorescence; inhibition, % at 5.96 µM; 0.49% of 300,000 active; AID 1906;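 active means inhibition above the mean of all tested compounds plus 3 SD, set per screening campaign, cut at about 17% in these data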;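 further: 0% = plate median of test compound wells and 100% = 1 µM Z-Phe-Ala-diazomethylketone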
# PP5 inh – inhibitors of human protein phosphatase 5 (PP5) | inhibition, % at 6.7 µM | purified PP5c, OMFP substrate fluorescence | 0.18% of 320,000 active;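 active means inhibition above the campaign's mean inhibition across all tested compounds plus 3 SD, cut at about 9.5% in these data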;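 further: 0% = DMSO only and 100% = 100 µM cantharidin control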
# procasp3 activ – procaspase-3 (human) activation | P42574 | recombinant procaspase-3 D3A, Ac-DEVD-pNA absorbance 405 nm | activation, % at 8.5 µM | 0.11% of 330,000 active | AID 463141;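 active means activation above the mean of all tested compounds plus 3 SD, cut at about 21% in these data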;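 further: 0% = DMSO alone and 100% = DMSO wells spiked with extra 5 µM PC-3 D3A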
# Target sequence (P42574 whole entry D9A/D28A/D175A): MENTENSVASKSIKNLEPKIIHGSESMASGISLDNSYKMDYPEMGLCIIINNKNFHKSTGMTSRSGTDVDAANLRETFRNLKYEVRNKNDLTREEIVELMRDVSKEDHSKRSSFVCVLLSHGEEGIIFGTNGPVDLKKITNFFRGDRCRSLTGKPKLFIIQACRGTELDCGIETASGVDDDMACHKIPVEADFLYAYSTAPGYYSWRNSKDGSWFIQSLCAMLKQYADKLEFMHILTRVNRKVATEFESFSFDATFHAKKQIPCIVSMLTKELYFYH
#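 Assay system – Procaspase-3 D3A mutant · Benchmarks – DMSO low control, extra-enzyme high control · Technique – 405 nm absorbance of p-nitroaniline, reads at 0 and 120 min · Doses – 8.5 µM nominal · Measure – % activation between DMSO and enzyme-spiked controls · Also added – Ac-DEVD-pNA chromogenic peptide substrate · Schedule – 1 h compound preincubation, 2 h substrate hydrolysis at 25 °C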
# proCasp7 act – counter-screen: procaspase-7 (human) activation. activation, % at 8.5 µM. P55210. AID 463210. 0.093% of 330,000 active. recombinant procaspase-7, Ac-DEVD-pNA absorbance 405 nm; D23A/D198A/D206A triple mutant, cannot self-cleave; scale: DMSO 0, 5 µM enzyme 100;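 active means percent activation above the screen-wide mean plus 3 SD, cut at about 25% in these data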
#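 System: Procaspase-7 triple mutant (PC-7 D3A); measure: % activation from two-timepoint absorbance difference, scaled to controls; times: 1 h compound preincubation, 2 h substrate cleavage, 25 °C; also added: Ac-DEVD-pNA substrate, 400 µM as added; measured by: Epi-absorbance of released pNA at 405 nm, two timepoints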
# GRK2 aptamer HTS – inhibitors of human GRK2 displacing RNA aptamer. 0.59% of 330,000 active. inhibition of aptamer binding, % at 10 µM. bead flow cytometry, FAM-aptamer displacement from GRK2. P25098;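 active means inhibition of aptamer binding above 40%, roughly 3 SD of noise, on plates passing a quality check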;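 further: median bead fluorescence of bound FAM aptamer so fluorescent compounds give negative values; no value below 0 was filed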
# Target sequence (P25098 whole entry, looked up): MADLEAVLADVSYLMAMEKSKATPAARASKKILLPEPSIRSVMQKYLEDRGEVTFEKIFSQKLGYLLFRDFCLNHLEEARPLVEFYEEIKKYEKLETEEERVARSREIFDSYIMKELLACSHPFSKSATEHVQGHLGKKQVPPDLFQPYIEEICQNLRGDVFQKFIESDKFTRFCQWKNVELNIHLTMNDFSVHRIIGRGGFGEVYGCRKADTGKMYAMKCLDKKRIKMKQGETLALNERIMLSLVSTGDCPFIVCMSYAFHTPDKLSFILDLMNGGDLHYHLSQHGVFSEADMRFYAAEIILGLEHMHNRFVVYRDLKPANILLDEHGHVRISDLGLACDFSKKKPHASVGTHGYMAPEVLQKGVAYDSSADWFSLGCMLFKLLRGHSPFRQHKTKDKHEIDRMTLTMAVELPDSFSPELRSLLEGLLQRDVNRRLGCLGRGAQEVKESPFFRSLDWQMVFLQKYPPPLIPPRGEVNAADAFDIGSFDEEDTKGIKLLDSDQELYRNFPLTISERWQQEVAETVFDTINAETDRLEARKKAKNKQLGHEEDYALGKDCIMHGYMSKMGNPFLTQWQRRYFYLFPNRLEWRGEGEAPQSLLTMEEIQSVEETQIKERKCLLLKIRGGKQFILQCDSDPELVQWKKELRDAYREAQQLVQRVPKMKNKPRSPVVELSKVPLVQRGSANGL
# VLA-4 inh – inhibition in a human VLA-4 binding assay | VLA-4 expressing cells, ligand binding flow cytometry | inhibition, % (about 7 µM as worked out from the volumes in the protocol) | 0.2% of 330,000 active; in the data active means inhibition above about 50%
# PP1 inh – blocks human PP1-alpha phosphatase, a PP5 counter-screen | 0.9% of 320,000 active | inhibition, % at 6.7 µM | purified PP1alpha, OMFP fluorescence | P62136 | AID 2235;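 active means inhibition above the mean inhibition of all tested compounds plus 3 SD, computed separately for each screening campaign, cut at about 15% in these data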
# Active calls of the source: *; i = inactive; u = inconclusive; x = not tested or not shown; & = joins results of further samples.
1	CCN(CC(=O)Nc1c(F)cccc1F)C(=O)C1CC1
2	NC(=O)CS(=O)(=O)c1nc2ccccc2n1Cc1ccccc1F
3	CC(NC(=O)c1ccccc1NC(=O)CN1CCN(c2ccccc2O)CC1)c1ccccc1 (stereo not given)
4	COc1cccc(-n2c(Cc3cc(=O)[nH]c(=O)[nH]3)nnc2SC(C)C)c1
5	COc1cc2c(cc1NC(=O)CN1CCN(S(=O)(=O)c3ccc(F)cc3)CC1)oc1ccccc12
6	COc1cccc(OCCn2cccc2/C=C2/C(=N)N3OC(C)=CC3=NC2=O)c1
compound no.,1,2,3,4,5,6
HCV core dimer,x,-3,x,-2,26,-4
JMJD2C inh,1,-6&5,0,-3,8,-45
CTSL1 counter,x,0,x,1,3,3
PP5 inh,0.5,-1.9,2.9,-1.1,1.7,4.5
procasp3 activ,0,-7,3,4,4,-2
proCasp7 act,-6,-2,10,-7,11,2
GRK2 aptamer HTS,1,0,0,5,0,1
VLA-4 inh,4,-8,5,-2,24,-5
PP1 inh,-1,0,6,-2,-2,0

7	c1coc(CNc2ncnc3ccccc23)c1
8	CCc1ccccc1-n1c(SCC(=O)Nc2ccc3c(c2)OCCO3)nc2[nH]ncc2c1=O
9	Nc1cccc(-c2nc3ccccc3s2)c1
10	CC(=O)c1ccn(S(=O)(=O)c2ccc(Cl)cc2)c1
11	CCC(=O)Nc1nnc(SCC(=O)NCCc2ccc(OC)c(OC)c2)s1
12	COc1ccc(-c2csc(NC(=O)COc3ccc(N(C)S(=O)(=O)c4ccc(C)cc4)cc3)n2)cc1
compound no.,7,8,9,10,11,12
HCV core dimer,-1,5,-5,3,1,24
JMJD2C inh,-2,-22,27,-9,6,-1
CTSL1 counter,-2,-1,3,0,-4,-1
PP5 inh,2.8,0.8,2.8,0.7,-1.0,1.0
procasp3 activ,2,0,-4,-7,-2,0
proCasp7 act,6,5,5,0,10,3
GRK2 aptamer HTS,0,1,3,2,0,5
VLA-4 inh,7,-7,2,38,-1,1
PP1 inh,1,2,1,-3,-4,4

13	C=COC(=O)CSc1snc(SCC(=O)OC)c1C#N
14	Cc1c(C(=S)NC(=O)C2CC2)c(=O)n(-c2ccccc2)n1C
15	COc1ccc(NC(=O)C2CCN(S(=O)(=O)c3ccc(Br)s3)CC2)cc1OC
16	Cn1c2c(c(=O)n(C)c1=O)C(C(F)(F)F)(C(F)(F)F)N=C(C1CCCCC1)N2
17	CCOc1ccccc1N1CCN(Cc2ccc(OC)c(OC)c2OC)CC1
18	COc1ccc(-c2nc(-c3cccc(C(F)(F)F)c3)no2)cc1OC
compound no.,13,14,15,16,17,18
HCV core dimer,89*,-4,0,-2,-4,-8
JMJD2C inh,6,12,15,-11,-13,-8
CTSL1 counter,-11,6,-1,-1,-1,-2
PP5 inh,0.1,0.2,-0.6,1.6,1.9,1.1
procasp3 activ,3,-9,-1,6,10,-3
proCasp7 act,-5,-17,-2,9,19,-4
GRK2 aptamer HTS,1,1,9,1,4,3
VLA-4 inh,11,-10,0,-16,5,-6
PP1 inh,0,0,1,-3,-1,-7

19	O=C(COC(=O)CCC(=O)c1ccccc1)NCCc1ccccc1
20	C=CCn1c(N2CCCCCC2)nc2c1c(=O)n(C)c(=O)n2C
21	COc1cc2c(cc1OC)CN(CC(=O)Nc1cccc(C(F)(F)F)c1)CC2
22	O=C(NN1CCCCC1)c1ccc(COc2ccc(Cl)cc2)cc1
23	CCOC(=O)c1c(NC(=O)C2c3ccccc3Oc3ccccc32)sc(C(=O)N(CC)CC)c1C
24	CSc1ncc(Cl)c(C(=O)NCc2ccc3c(c2)OCO3)n1
compound no.,19,20,21,22,23,24
HCV core dimer,-7,-3,10,-1,19,-8
JMJD2C inh,u,17,5,35,-6,-2
CTSL1 counter,-49,1,0,-2,0,3
PP5 inh,-1.2,0.3,0.3,0.6,3.5,3.3
procasp3 activ,5,-13,9,4,-15,-11
proCasp7 act,4,-4,6,13,10,-4
GRK2 aptamer HTS,1,3,0,0,2,0
VLA-4 inh,9,16,2,21,-2,7
PP1 inh,-6,0,2,0,10,-4

25	Cc1cccc(NC2SC(=O)NC2=O)c1 (stereo not given)
26	Nc1ccc2sc(N)nc2c1
27	CCCCNC(=O)C1C2C=CC3(CN(Cc4ccccc4Cl)C(=O)C13)O2 (stereo not given)
28	CCOC(=O)/C(C#N)=C/c1cc2ccc(C)cc2nc1Cl
29	COc1ccc(Cc2c(N)nc(C)nc2N)cc1
30	C=CCSC1=NNC(c2ccc(C(C)(C)C)cc2)=NN1
compound no.,25,26,27,28,29,30
HCV core dimer,2,x,3,10,-1,-1
JMJD2C inh,i,-11,2,13,3,6
CTSL1 counter,-2,x,0,-1,3,0
PP5 inh,1.1,1.4,-1.6,0.5,1.7,-1.0
procasp3 activ,5,-3,8,7,-2,1
proCasp7 act,2,0,8,3,-6,3
GRK2 aptamer HTS,0,0,4,x,4,0
VLA-4 inh,-6,-2,17,4,18,16
PP1 inh,1,-2,2,1,-4,-3

31	CCn1c(CNS(=O)(=O)c2ccc(Cl)cc2)n[nH]c1=S
32	CC1CCN(C(=O)c2ccc3c(c2NCCO)C(=O)c2ccccc2C3=O)CC1
33	O=C(O)CCCC(=O)Nc1ccc(C(=O)N2CCCCC2)c(Cl)c1
34	Cc1ccc(S(=O)(=O)N(C)C)cc1NC(=O)CSc1ncn[nH]1
35	COc1ccc(C(C)=O)cc1COC(=O)c1cnc(C)cn1
36	CCC(C)NC(=O)Cn1c(=O)n(-c2ccccc2)c(=O)c2ccc(C(=O)NCc3ccco3)cc21 (stereo not given)
compound no.,31,32,33,34,35,36
HCV core dimer,-5,-23,-14,3,7,1
JMJD2C inh,-8,3,-1,9,-12,0
CTSL1 counter,5,0,-1,1,-6,0
PP5 inh,1.4,5.7,0.7,-1.9,1.8,-1.1
procasp3 activ,-6,8,-4,-1,1,-3
proCasp7 act,-6,-1,2,8,10,-4
GRK2 aptamer HTS,0,0,1,5,0,1
VLA-4 inh,-5,0,3,-24,20,15
PP1 inh,-5,0,-1,2,1,-6

37	COc1ccc(C2=CC(=O)CC(c3ccc(F)cc3)C2)cc1 (stereo not given)
38	CN(C)CC(C(=O)c1ccccc1)c1ccccc1 (stereo not given)
39	CCCCNC(=O)c1ccc2c(c1)N(CC)C(=O)c1ccccc1S2(=O)=O
40	CCN1CCN(Cc2ccc(NC(=O)c3cc(NC(=O)c4ccc5n[nH]nc5c4)cc(OC)c3)cc2C(F)(F)F)CC1
41	CCCCCCC(=O)N(O)C1CC(=O)N(c2ccc(F)cc2)C1=O (stereo not given)
42	COc1ccc(-c2csc(NC(=O)CCn3cnc4ccccc4c3=O)n2)cc1OC
compound no.,37,38,39,40,41,42
HCV core dimer,-2,0,-67,-3,-4,4
JMJD2C inh,5,4,2,-11,2,0
CTSL1 counter,1,-2,-1,2,-10,1
PP5 inh,2.1,0.1,0.6,1.8,1.7,-0.6
procasp3 activ,9,-2,-7,8,-33,-1
proCasp7 act,-5,7,-3,1,-35,-6
GRK2 aptamer HTS,0,1,1,0,0,2
VLA-4 inh,6,8,-21,-11,-12,-22
PP1 inh,2,2,0,3,-11,-3

43	CCOC(=O)N1CCN(c2c(NCCCOC(C)C)c(=O)c2=O)CC1
44	CCN(CC(=O)NCc1ccc(F)cc1)C(=O)/C=C/c1cccs1
45	CN1CCN(C(=S)c2ccc(N(C)C)cc2)CC1
46	COc1ccccc1C(=O)Oc1ccc2ccc(=O)oc2c1
47	O=C(Cc1ccccc1)NCCN1CCCC1
48	CCOC(=O)c1cc(C#N)c(SCC(=O)O)[nH]c1=O
compound no.,43,44,45,46,47,48
HCV core dimer,2,-1,-2,-14,0,-4
JMJD2C inh,-2,-5,-2,14,5,28
CTSL1 counter,-2,8,-3,-2,-2,2
PP5 inh,-2.0,1.2,4.2,2.3,-4.3,-2.8
procasp3 activ,2,-1,-16,-27,6,7
proCasp7 act,2,3,-31,-4,1,2
GRK2 aptamer HTS,0,2,2,1,2,2
VLA-4 inh,7,-2,7,-14,12,16
PP1 inh,-3,-1,-9,-3,-8,12

49	CC1CCCCN1CC(O)COc1ccc(OCC(O)CN2CCCCC2C)cc1 (stereo not given)
50	CSc1ccc(-c2ccco2)nn1
51	Cc1ccnc(NC(=O)Nc2ccc3c(c2)OCO3)c1
52	O=C(CCCc1ccccc1)Nc1ccccc1C(F)(F)F
53	CCC(C)(C)n1nnnc1C(c1cc2cc(C)ccc2[nH]c1=O)N1CCCC1 (stereo not given)
54	S=C(NCc1ccccc1)Nc1nccs1
compound no.,49,50,51,52,53,54
HCV core dimer,-8,0,2,-5,9,-4
JMJD2C inh,3,x,-10,0,-3,-1
CTSL1 counter,-4,-2,2,-5,-2,2
PP5 inh,1.4,-0.3,2.5,3.4,7.3,-1.3
procasp3 activ,4,6,4,-1,-5,-1
proCasp7 act,-3,6,2,1,-4,-1
GRK2 aptamer HTS,0,0,1,0,0,0
VLA-4 inh,11,0,-2,0,3,6
PP1 inh,-4,-2,0,-1,5,-3

55	CC(C)CCNC(=O)c1ccc(Cn2c(=S)[nH]c3ccccc3c2=O)cc1
56	CCOC(=O)CCCSc1nnc(CCCCCN2C(=O)c3cccc4cccc(c34)C2=O)o1
57	Cc1sc2nc(CN3CCOCC3)nc(NS(=O)(=O)c3ccc4c(c3)OCCO4)c2c1C
58	O=C(NCc1ccccc1C(F)(F)F)C12CN(Cc3ccccc3)CC1C(c1ccc([N+](=O)[O-])cc1)=NO2 (stereo not given)
59	O=C(c1ccc(-c2cccc(C(F)(F)F)c2)o1)N1CCCCCCC1
60	Cc1nnc(NC(=O)CCCCCN2C(=O)C3C4C=CC(C4)C3C2=O)s1 (stereo not given)
61	COc1ccc(OC)c(-c2csc(N3CCC(c4ccccc4)CC3)n2)c1
compound no.,55,56,57,58,59,60,61
HCV core dimer,8,5,8,10,3,0,-1
JMJD2C inh,4,-15,6&10,-2,3,5,8
CTSL1 counter,2,7,1,2,7,3,2
PP5 inh,-2.0,3.0,0.1,1.2,2.4,-1.0,-1.9
procasp3 activ,-4,7,2,5,2,2,-3
proCasp7 act,3,5,7,4,1,1,7
GRK2 aptamer HTS,0,1,0,1,2,1,0
VLA-4 inh,-9,6,0,-13,-20,8,9
PP1 inh,0,5,-1,8,0,1,-2
